Bioassay records: PubChem BioAssay, Sanford-Burnham Center for Chemical Genomics
H9c2 TAG inh – triacylglycerol accumulation inhibition; H9c2 cells, Nile Red lipid (TAG) fluorescence; cells loaded with 200 µM oleic acid; inhibition, % at 12.5 µM; 0.66% of 230,000 active;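 active = pattern-corrected inhibition of lipid staining of at least 50% with the nuclear-stain viability signal not falling by more than 50%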;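 note: 0% = DMSO wells and 100% = triacsin C control wells; some results filed as inactive read as strong as hits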
H9c2 TAG inh DAPI viability – recorded beside H9c2 TAG inh, whose call it bears; DAPI nuclei signal change (viability), lower = more cytotoxic, %;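 whole-well DAPI fluorescence read on a plate reader as a viability signal; minus 50 percent equals half of cells still viable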
Starred values were filed as active, the others as inactive.

canonical_smiles	H9c2 TAG inh	H9c2 TAG inh DAPI viability
C[C@@H]1CCC[C@H](C)N1NC(=O)c1ccc(Cl)c(S(N)(=O)=O)c1	3	-1
O=C(COc1ccc2ccccc2c1Br)N1CCOCC1	-10	1
COc1ccc(CCNC(=O)c2ccc(CNc3c(N4CCOCC4)c(=O)c3=O)cc2)cc1OC	-1	2
Cc1ccc(-c2csc3ncnc(N4CCN(S(=O)(=O)c5cccs5)CC4)c23)cc1	3	-5
CC1(c2nnc(-c3ccc(Cl)cc3)o2)CC(c2c(Cl)cccc2Cl)=NO1 (stereo not given)	8	-1
O=C(Nc1ccc(OC(F)(F)F)cc1)c1ccc(S(=O)(=O)N2CCOCC2)o1	-25	4
O=C(O)CSc1c(O)c2ccccc2[nH]c1=O	7	-13
Cc1ccc(S(=O)(=O)N2CCOCC2)cc1C(=O)NC1CCSc2ccccc21 (stereo not given)	-3	-5
CCOc1ccc(N2C(=O)CC(NCC#N)C2=O)cc1 (stereo not given)	-5	0
Cc1ccccc1NC(=O)Cc1nc(COC(=O)c2cccc([N+](=O)[O-])c2)cs1	-8	7

New compounds follow:
canonical_smiles	H9c2 TAG inh	H9c2 TAG inh DAPI viability
O=S(=O)(Nc1cc(S(=O)(=O)N2CCOCC2)ccc1NCC1CCCO1)c1ccc(F)cc1 (stereo not given)	-2	7
O=C1CCCN1CCCNc1ncnc2sccc12	15	11
CC1CCCC(C)N1C(=O)CSc1nnnn1Cc1ccccc1 (stereo not given)	-5	-1
Nc1ccc2c(c1)C(=O)c1ccc(Br)cc1-2	-5	12
COc1ccc2c(c1)c(C(=O)N/N=C/c1ccc(Cl)cc1)c(C)n2C	5	-7
CN1CCN(CCCNC(=O)CCCOc2cc(=O)n(C)c3ccccc23)CC1	14	12
COc1cccc(C(O)c2nc(-c3ccc(OC)nc3)cs2)c1 (stereo not given)	-22	8
COC(=O)[C@@H](Cc1ccccc1)NS(=O)(=O)N[C@H](Cc1ccccc1)C(=O)OC	-12	0
CC(NC(=O)C(C)(C)C)c1nc2ccccc2n1C (stereo not given)	-5	2
COc1cc(/C=N/N=C(/N)c2nonc2N)cc(Br)c1OCc1ccccc1C	-48	23

Continued:
canonical_smiles	H9c2 TAG inh	H9c2 TAG inh DAPI viability
C=CCSc1nnc2c(n1)OC(c1cccnc1)Nc1ccccc1-2 (stereo not given)	-16	4
O=C(NCC(c1ccco1)N1CCOCC1)c1c(F)cccc1F (stereo not given)	22	2
COc1ccccc1Nc1nnc(SCC(=O)Nc2nc(-c3ccc(F)cc3)cs2)s1	51*	-1.1*
Nc1cccc(C(=O)OCC(=O)Nc2cccc3c2C(=O)c2ccccc2C3=O)c1	23	-2
CC(C)c1ccc(-n2c(-c3ccccc3)c[n+]3c2CCc2ccccc2-3)cc1	16	-6
O=C(NCCCn1ccnc1)c1ccc(Br)c(S(=O)(=O)N2CCOCC2)c1	0	10
CCCCOCCCn1cnc2c([nH]c3cc(OC)ccc32)c1=O	13	-5
COc1cccc(C(=O)Nc2cccc(OCC(=O)c3ccccc3)c2)c1	-11	5
COC(=O)c1c(NC(=O)CCCC(=O)O)sc2c1CCCCC2	3	1
CN(Cc1ccccc1NCC(=O)Nc1ccccc1C#N)C1CCCCC1	8	9

Next compounds follow.
canonical_smiles	H9c2 TAG inh	H9c2 TAG inh DAPI viability
CCOC(=O)N1CCN(C(=O)c2ccc(S(=O)(=O)Nc3ccccc3)cc2)CC1	-2	-2
CC(NC(=S)Nc1ccc(F)cc1)C(c1cccs1)N1CCOCC1 (stereo not given)	-20	8
Cc1ccc(S(=O)(=O)NCC(=O)OCC(=O)NCc2ccc3c(c2)OCO3)cc1	10	-2
OCC[C@H]1C[C@@H](O)[C@H](O)[C@]2(OCCc3ccccc32)O1	-6	12
O=C(CC(Nc1ccccc1Cl)C(=O)OCC(=O)c1cccs1)c1ccccc1 (stereo not given)	1	5
CCOc1cccc(C(=O)Nc2nc(-c3ccc(S(=O)(=O)N4CCOCC4)cc3)cs2)c1	28	-13
COc1ccc(CNC(=O)C(C)NC(=O)c2cc3ccccc3o2)cc1 (stereo not given)	-7	21
O=C1c2ccccc2C(=O)N1C/C=C/c1ccccc1	-13	-6
Cc1c(-c2ccccc2)[n+](=O)c(-c2ccco2)c(C)n1[O-]	13	-7
Cc1ccc(NC(=O)Nc2cccc(C)n2)c(C)c1	-11	-2

(cont.)
canonical_smiles	H9c2 TAG inh	H9c2 TAG inh DAPI viability
Nn1c(Cc2ccccc2F)nnc1SCC(=O)N1CC(=O)Nc2ccccc21	-2	5
CCCn1c(SCc2ccccc2)nc2c1c(=O)[nH]c(=O)n2C	-267	5
CC(=O)Nc1ccc(C(=O)CSc2nnnn2C)cc1	9	-2
COC(=O)C1=C(C(=O)OC)[C@]2([C@H]3CC=CCN[C@@H](Cc4ccccc4)C(=O)N3Cc3ccccc3)C=C[C@H]1O2	24	5
O=C(CC(=O)N/N=C/c1c(Cl)cccc1Cl)NCc1cccnc1	-9	0
CCOC(=O)C1=C(O)CSC1=Nc1ccccc1	-1	-4
Cc1c(C(=O)N2CCN(c3ncccn3)CC2)oc2c(Cl)cccc12	-4	-8
CC(=O)c1cccc(NC(=O)COc2cc(C)on2)c1	4	2
Cc1ccc(C(=O)NC(C)c2ccc(-n3ccnc3)cc2)c(C)c1 (stereo not given)	-6	4
C[C@H](CO)N1C[C@H](C)[C@@H](CN(C)S(C)(=O)=O)Oc2ccc(NS(=O)(=O)c3ccccc3)cc2C1=O	0	-7

Later entries
canonical_smiles	H9c2 TAG inh	H9c2 TAG inh DAPI viability
CN(CCc1ccccn1)C(=O)CCc1nnc(CCCc2ccccc2)o1	17	-3
CC(Oc1ccccc1)C(=O)Nc1nc(-c2ccncc2)cs1 (stereo not given)	-6	-7
O=C(NCc1ccccc1)c1cccc2c1C(=O)c1ccc(/C=C/c3ccccc3)cc1S2(=O)=O	-11	-8
CCN(CC)S(=O)(=O)c1cccc(NC(=O)CN2C(=O)NC3(CCOc4ccccc43)C2=O)c1 (stereo not given)	4	-11
CCN(CC)C(=O)Cn1cc(S(=O)(=O)CC(=O)Nc2ccccc2C)c2ccccc21	6	-6
COc1ccc(OC(=O)COc2ccc(C)cc2)cc1	-8	4
CC(OC(=O)CCCc1nc2ccccc2s1)C(N)=O (stereo not given)	8	-8
CC(C)(C)Sc1ccccc1S(=O)(=O)C(C)(C)C	2	1
COc1ccc(-c2nn(-c3ccccc3)cc2C(=O)NC2CC2)cc1	-5	11
COc1ccccc1C(=O)NC(=S)Nc1ccc(N2CCOCC2)c(Cl)c1	-12	14

The closing 5 compounds of the part before come first, to join the parts.
canonical_smiles	H9c2 TAG inh	H9c2 TAG inh DAPI viability
COc1ccc(OC(=O)COc2ccc(C)cc2)cc1	-8	4
CC(OC(=O)CCCc1nc2ccccc2s1)C(N)=O (stereo not given)	8	-8
CC(C)(C)Sc1ccccc1S(=O)(=O)C(C)(C)C	2	1
COc1ccc(-c2nn(-c3ccccc3)cc2C(=O)NC2CC2)cc1	-5	11
COc1ccccc1C(=O)NC(=S)Nc1ccc(N2CCOCC2)c(Cl)c1	-12	14
O=C(NNC(=O)c1ccc(Cl)cc1Cl)c1cccs1	13	-9
Cc1ccc2nc(SCC(=O)NC3CCCCC3)nc(=O)n2c1	-2	-5
CCCCCCC(=O)Nc1c2c(nc3ccccc13)N(C)CC2	46	22
CCC(C)(C)NC(=O)C(c1ccc(F)cc1)N(Cc1cccc(OC)c1)C(=O)c1cnccn1 (stereo not given)	-1	3
CS(=O)(=O)N(CC(=O)Nc1ccc2c(c1)OCCO2)Cc1ccc(Cl)cc1	14	0
Cc1cccc(OCCSc2nc3c([nH]2)c(=N)ncn3Cc2ccccc2)c1	0	1
CC(C)c1ccc(/C=N/N2CCCCC2)cc1	-39	5
O=C(c1cccc(S(=O)(=O)N2CCCCC2)c1)N1CCN(Cc2ccccc2)CC1	-24	-2
Cc1cc(C(=O)O/N=C(\N)c2ccc(C(C)(C)C)cc2)no1	-12	11
COc1ccc(CN2CCNC(=O)C2CC(=O)N(C)Cc2ccon2)c(OC)c1 (stereo not given)	1	1

Ordered by number of heavy atoms (largest number first): four of the compounds above.
canonical_smiles	H9c2 TAG inh	H9c2 TAG inh DAPI viability
O=C(c1cccc(S(=O)(=O)N2CCCCC2)c1)N1CCN(Cc2ccccc2)CC1	-24	-2
COc1ccc(CN2CCNC(=O)C2CC(=O)N(C)Cc2ccon2)c(OC)c1 (stereo not given)	1	1
Cc1cccc(OCCSc2nc3c([nH]2)c(=N)ncn3Cc2ccccc2)c1	0	1
Cc1cc(C(=O)O/N=C(\N)c2ccc(C(C)(C)C)cc2)no1	-12	11

Following part.
canonical_smiles	H9c2 TAG inh	H9c2 TAG inh DAPI viability
C=CCn1c(=O)c2c(C)c(C)sc2n2c(Nc3ccc(OC)cc3)nnc12	-14	0
Oc1[nH]c2ccccc2c1C=Nc1ccccc1	-1	5
NC(=O)CC(NC(=O)c1ccc(Br)cc1)c1ccc(N2CCCCCCC2)c([N+](=O)[O-])c1 (stereo not given)	-9	-1
OCCNc1nc2ccccc2nc1NCCO	10	-2
COc1ccc(OC)c(/C=N/NC(=O)Cn2ccnc2C)c1	-1	2
O=C(Nc1nnc(CCN2CCCCC2)s1)c1ccccc1Cl	0	4
O=S(=O)(NC1=NCCCCC1)c1ccc(Cl)cc1Cl	17	-1
CN1CCN(c2nc(Nc3ccc(O)cc3)nc3ccccc23)CC1	-4	17
C#CCN(C[C@H]1[C@H](OC(=O)NCC2CCCCC2)[C@H](OC(=O)NCC2CCCCC2)C[C@@H](C(=O)OC)[C@H]1C(=O)OC)S(=O)(=O)c1ccc(C)cc1	82*	-14*
O=S(=O)(NCc1ccccc1)[C@@H]1CC2C=CC1C2 (stereo not given in full)	5	-5

Next entries follow:
canonical_smiles	H9c2 TAG inh	H9c2 TAG inh DAPI viability
CC(C)(C)OC(=O)N[C@@H](C(=O)OC(C)(C)C)c1ccc(Br)cc1	2	-15
CCOc1ccc(NC(=S)N2CCCCCC2)cc1	2	-5
O=C(CSc1ncnc2ccccc12)NCCCO	21	-15
Cc1ccc(-c2noc(-c3ccccc3C(=O)NCc3ccco3)n2)cc1	1	5
COc1ccc(NC(=O)Nc2cccc3c2O[C@H](CN(C)C(=O)Nc2ccc(OC)cc2)[C@@H](C)CN([C@H](C)CO)C3=O)cc1	7	-5
CCCSc1ccc([C@@H]2[C@H]3C(=O)N(C)C(=O)[C@H]3[C@]3(C(=O)OC)CCCN23)cc1OC	-3	4
CCN1CCN(C(=O)c2cccc(OC3CCN(S(=O)(=O)N(C)C)CC3)c2)CC1	-14	-1
CCOC(=O)C1=C(N)c2ccccc2CC1C(C)C (stereo not given)	-12	10
Cc1ccc(OCCSc2ncnc3sc(C)c(C)c23)cc1C	-26	-2
CCCNC(=O)C1(C)CCCN(Cc2ccc(-c3ccccc3)o2)C1 (stereo not given)	-4	-2

New compounds follow:
canonical_smiles	H9c2 TAG inh	H9c2 TAG inh DAPI viability
COc1ccccc1CNC(=O)COc1ccc(C)nc1[N+](=O)[O-]	-1	3
CN1CC=C2C(C#N)=C(N)C(C#N)(C#N)C(Cc3ccccc3)C2C1 (stereo not given)	-56	0
O=C(c1ccc(F)cc1)N1CCCC(C(=O)N2CCN(c3ccccc3)CC2)C1 (stereo not given)	-22	-3
CCOC(=O)c1[nH]c2ccc(OC)cc2c1NC(=O)CN1CCSCC1	15	4
O=C(NCCCN1CCCC1)c1ccc2c(c1)N(Cc1cccc(Cl)c1)C(=O)c1ccccc1S2(=O)=O	8	-6
NC(=O)COC(=O)c1sc2ccccc2c1Cl	3	0
CCOC(=O)c1ccccc1NC(=O)C1CC(=O)N(C2CCCC2)C1 (stereo not given)	7	1
Cc1cc(/C=C2/SC(=O)N(CC(=O)N3CCCC3)C2=O)ccc1N1CCOCC1	3	-3
O=C(CCc1ccccc1)n1nc(-c2ccco2)nc1SCc1ccccc1	-14	-5
COC(=O)CS(=O)(=O)c1nnc([C@H](Cc2ccccc2)NC(=O)OC(C)(C)C)o1	-4	-25

Next part.
canonical_smiles	H9c2 TAG inh	H9c2 TAG inh DAPI viability
O=C(COC(=O)c1cc[n+]([O-])cc1)Nc1ccc(Cl)cc1[N+](=O)[O-]	7	5
COc1ccc(C(CC(=O)NCc2ccccc2)C(C)C)cc1 (stereo not given)	-3	-4
CCOC(=O)N1CCC(NC(=O)c2cc(COc3ccc(F)cc3Cl)on2)CC1	-3	3
COc1cccc(C(=O)Nc2cc(C)on2)c1	-3	23
CCOc1ccc(S(=O)(=O)N2CCCCC2)c2ccccc12	-18	-3
CC(CCN1CCN=C1Nc1ccccc1)c1ccccc1 (stereo not given)	0	-6
COCCC(=O)N1CCC(Oc2ccc(C(=O)NCCc3ccccn3)cc2)CC1	-8	3
O=C(C1CCN(S(=O)(=O)c2cccnc2)CC1)N1CCN(c2ccc(Cl)cc2)CC1	-16	11
CC(=O)c1c(C)[nH]c(C(=O)OCC(=O)NCC(C)C)c1C	-7	12
CC(=O)C1(O)CCC2C3CCC4CC(=O)CCC4(C)C3C(=O)CC21C (stereo not given)	9	-9
COc1ccccc1NC(=O)c1cc(OC)c(OC)cc1[N+](=O)[O-]	12	-15
CC(=O)n1cc([C@H]2C=C(C(=O)Nc3ccccc3)O[C@@H](OCCCCO)C2)c2ccccc21	5	-8
O=C(CN1C(=O)NC2(CCOc3ccccc32)C1=O)Nc1ccc2c(c1)OCCO2 (stereo not given)	-26	6

Not all compounds are listed; the hit share may differ from the screen's.
